FAS TE block = FAS thioesterase domain inhibitors, primary screen, biochemical, fluorescence intensity, uHTS; Fatty acid synthase (Homo sapiens), P49327; recombinant FAS-TE, OMFH fluorogenic substrate, fluorescence endpoint; inhibition, % at 15 µM; 360,000 tested, 0.67% active; AID 602261, 2012;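 active = compounds whose normalised, plate-corrected inhibition of enzyme fluorescence in the single-dose primary screen is 50% or more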;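 also: 0% = DMSO with enzyme and 100% = substrate without enzyme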
MLLE-PAM2 inh = inhibitors of PABP1 MLLE–PAM2 peptide binding, primary screen, biochemical, fluorescence polarization, FITC-PAM2, GST-MLLE. Polyadenylate-binding protein 1 (Homo sapiens), P11940. inhibition, % at 20 µM. 360,000 tested, 0.36% active. AID 588489, 2011; in the data active = inhibition above about 35%, passing the limit was not always enough;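 also: plate controls were DMSO wells with GST-MLLE for no effect and wells lacking GST-MLLE protein for full effect; some results filed as inactive read as strong as hits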
MT1-MMP act inh = blockers of MT1-MMP proenzyme processing, primary screen, HT1080 RFP-PRO-GFP cells, GFP/RFP fluorescence | GFP/RFP ratio fluorescence, overnight; percent of plate control window, DMSO zero | GFP/RFP ratio change, % at 20 µM | AID 651647, 2012 | 360,000 tested, 0.061% active;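 active = GFP/RFP ratio change of at least 30% with cell ATP level not reduced by more than half and red fluorescence within 50% of control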; also: strong numbers were not always called active
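Test system: HT1080 cells expressing an RFP-PRO-GFP fluorescent reporter construct / Compound dosing: single-point 20 µM compound, 1% DMSO / Schedule: cells overnight before dosing, compound overnight, 37 °C, 5% CO2 / Evaluation: GFP/RFP fluorescence ratio / Control set: DMSO and RFP-L50D-GFP cell wells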
eLon inh = inhibitors of E. coli Lon protease, primary screen, biochemical, fluorescence polarization. P0A9M0. purified E. coli Lon protease. inhibition, % at 7.94 µM. 360,000 tested, 0.42% active. AID 602123, 2011; in the data active = inhibition above about 13%, passing the limit was not always enough;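 also: 0% = enzyme with probe and DMSO and 100% = no enzyme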
SKN-1 inh = suppressors of acrylamide-induced Pgst-4::GFP reporter in worms, primary screen, SKN-1 inhibitor project, whole organism, uHTS, GFP/RFP fluorescence ratio, strain VP596. C. elegans VP596 Pgst-4::GFP/RFP ratio, 24 h. inhibition, % at 21.8 µM. 360,000 tested, 0.49% active;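 active = interference check ratio from 0.5 to 1.5 plus GFP to RFP signal ratio inhibition reaching or exceeding a fixed threshold, cut at about 30% in these data, passing the limit was not always enough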; also: some compounds called inactive have numbers as strong as hits
MsrA inh = bovine MsrA enzyme inhibitors, primary screen, biochemical, absorbance, HTS. purified bovine MsrA, absorbance read-out. inhibition, % at 15.5 µM. 360,000 tested, 0.75% active. AID 651718, 2012; in the data active = inhibition above about 4.5%;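 also: 0% = vehicle wells with enzyme and 100% = reference inhibitor wells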
NRP1-CendR mod = modulators of CendR peptide binding to NRP-1, primary screen, biochemical, fluorescence polarization, uHTS | Neuropilin-1 (Homo sapiens), O14786 | FAM-RPARPAR peptide binding to NRP-1 | inhibition, % at 25 µM | 360,000 tested, 0.85% active | AID 602438, 2012;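 active = inhibition or corrected inhibition above about 18%, plus a signal ratio from 0.5 to 1.5, limit read from the data, passing the limit was not always enough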; also: strong numbers were not always called active
Target sequence (O14786 whole entry, looked up): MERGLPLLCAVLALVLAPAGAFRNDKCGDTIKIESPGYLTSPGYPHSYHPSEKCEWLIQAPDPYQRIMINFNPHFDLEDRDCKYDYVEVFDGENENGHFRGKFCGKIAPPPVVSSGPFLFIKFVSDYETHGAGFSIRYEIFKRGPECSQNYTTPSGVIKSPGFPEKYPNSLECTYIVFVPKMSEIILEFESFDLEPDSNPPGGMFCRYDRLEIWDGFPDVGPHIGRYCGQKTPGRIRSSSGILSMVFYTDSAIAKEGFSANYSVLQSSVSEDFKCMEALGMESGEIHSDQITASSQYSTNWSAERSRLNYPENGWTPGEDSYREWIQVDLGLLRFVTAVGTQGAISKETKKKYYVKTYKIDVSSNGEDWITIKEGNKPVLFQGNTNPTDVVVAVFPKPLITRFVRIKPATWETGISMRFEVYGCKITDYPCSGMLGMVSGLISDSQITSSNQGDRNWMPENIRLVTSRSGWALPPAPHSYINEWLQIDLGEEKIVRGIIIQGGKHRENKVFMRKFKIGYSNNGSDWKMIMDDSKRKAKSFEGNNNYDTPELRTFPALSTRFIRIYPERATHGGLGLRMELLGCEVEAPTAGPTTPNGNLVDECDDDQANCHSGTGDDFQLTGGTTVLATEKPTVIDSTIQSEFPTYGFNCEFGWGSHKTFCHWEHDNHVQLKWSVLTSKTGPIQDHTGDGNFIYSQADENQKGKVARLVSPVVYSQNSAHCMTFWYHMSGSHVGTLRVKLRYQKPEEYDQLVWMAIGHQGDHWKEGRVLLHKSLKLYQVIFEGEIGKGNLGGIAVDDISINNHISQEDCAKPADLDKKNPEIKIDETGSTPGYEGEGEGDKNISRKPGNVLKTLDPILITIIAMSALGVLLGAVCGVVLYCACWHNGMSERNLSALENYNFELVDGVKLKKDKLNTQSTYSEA
MsrA act = bovine MsrA enzyme activators, primary screen, biochemical, absorbance, HTS | Methionine sulfoxide reductase A (Bos taurus) | purified bovine MsrA, absorbance read-out | activation, % at 10.6 µM | 360,000 tested, 0.3% active | AID 602163, 2012; in the data active = activation above about 7.5%;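 also: 0% = vehicle and 100% = reference activator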
Tb MetRS inh = T. brucei MetRS inhibitors, primary screen, biochemical, luminescence; methionyl-tRNA synthetase (Trypanosoma brucei brucei); purified T. brucei MetRS, ATP depletion, Kinase-Glo luminescence; inhibition, % at 11.9 µM; 360,000 tested, 0.4% active; AID 624268, 2012;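 active = inhibition above a per-plate cutoff of the control wells' mean inhibition plus 3 SD, cut at about 5.5% in these data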;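 also: 0% = DMSO wells median and 100% = median of wells with control inhibitor compound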
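assay system = parasite MetRS enzyme | timing = 15 min preincubation, 2 h reaction, all 25 °C | evaluation = percent inhibition relative to median high and low control wells | medium = HEPES buffer containing pyrophosphatase, BSA, spermine, DTT | compound = single dose, 11.9 µM final nominal, 0.9% final DMSO | detection = Kinase-Glo luminescence, ATP depletion format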
Active calls of the source: *; · = no result given.

SMILES	FAS TE block	MLLE-PAM2 inh	MT1-MMP act inh	eLon inh	SKN-1 inh	MsrA inh	NRP1-CendR mod	MsrA act	Tb MetRS inh
COC(=O)c1cc2ccsc2n1Cc1nc(-c2ccc(Cl)cc2)oc1C	29.3	-16.4	1.6	0.8	6.2	-0.6	14.8	-1.7	0.2
NC(=O)c1ccc(-n2nnnc2Oc2ccccc2C(=O)N2CCOCC2)cc1	-6.1	-8.8	0.6	-8.4	-17.8	0.6	-0.1	-7.8	-1.5
COc1ccccc1CNC(=O)C1CCC(=O)N(CCCN2CCCC2=O)C1 (stereo not drawn)	-4.6	-13.7	2.5	-3.8	3.8	0.7	10.1	-2.8	0.5
O=C1N(CN2CCN(Cc3ccccc3)CC2)c2ccccc2C12OCCCO2	-2.4	0.7	0.4	1.9	2.8	-0.3	-11.1	0.6	-0.4
CC(C)(C)c1ccc(OCCn2ccccc2=O)cc1	-3.6	0.1	11.6	-7.9	2.0	-1.0	4.0	-10.8	-1.9
O=C(c1ccc2c(=O)n3c(nc2c1)CCCCC3)N1CCN(c2ccc([N+](=O)[O-])cc2)CC1	48.9	4.8	-2.6	-0.9	16.7	0.6	5.5	-0.7	0.7
CC(=O)CC1c2cc(F)ccc2C=C(c2ccsc2)N1c1ccc(-c2ccc(C(N)=O)cc2)cc1 (stereo not drawn)	14.4	·	-4.1	0.2	9.9	1.6	5.5	-6.1	-0.7
O=C(COC(=O)/C=C/c1ccccc1)Nc1cccc(Oc2ccccc2)c1	25.7	2.9	2.6	-5.1	3.3	2.5	7.9	-2.1	-0.1
Cc1ccc(NC(=O)Cn2cccc2)c(C)c1	-0.4	2.3	5.7	0.0	4.3	-0.6	6.5	-3.7	-0.4
O=C1CC(N2CCN(c3ccc(F)cc3)CC2)C(=O)N1Cc1ccccc1 (stereo not drawn)	4.2	-3.9	0.7	2.9	9.7	1.5	8.6	-1.1	0.7
COc1ccc(NC(=O)N(CCO)Cc2cc3c(C)cc(C)cc3[nH]c2=O)cc1	-0.1	-2.5	9.0	-4.8	-1.5	2.4	-3.6	-2.2	0.1
OCCN1CCN(CC(O)COC(c2ccc(F)cc2)c2ccc(F)cc2)CC1 (stereo not drawn)	-5.2	-11.0	-2.4	-1.5	-0.7	-0.5	6.2	0.7	-0.4
CC(C)n1cnc2c(=S)nc[nH]c21	-3.5	21.3	0.0	-1.4	19.7	0.8	-3.9	2.5	0.0
CCc1ccc(S(=O)(=O)c2nnn3c2nc(NCCNC(C)=O)c2ccccc23)cc1	76.7*	-2.2	3.0	1.3	-9.9	-1.2	-2.3	-8.6	-1.3
Cc1ccc(NC(=O)CN(C)C(=O)COC(=O)c2ccc(Cl)cc2O)cc1	5.8	3.7	1.9	5.0	-4.2	-0.3	0.1	-3.0	6.8*
CN(C)S(=O)(=O)N(CC(=O)N1CCC(Cc2ccccc2)CC1)c1ccccc1	7.4	13.4	6.6	-11.3	7.3	0.1	3.7	-3.8	-0.7
CCN(CC)C(=O)C1=C(C)N(CCCN2CCCC2=O)C(=O)C(CC(=O)NCC2CCCCC2)C1 (stereo not drawn)	-11.0	3.1	-2.0	-4.1	6.9	0.5	-1.6	-6.2	-1.4
O=C(O)CCn1c(C2CCCCC2)nc2ccccc21	-4.1	-5.4	-0.3	1.1	-0.3	0.0	12.3	0.1	-0.7
COCCCn1cnnc1SC(C)C(=O)Nc1ccc(S(=O)(=O)N2CCOCC2)cc1 (stereo not drawn)	-8.4	2.2	-3.2	-0.1	25.7	-0.6	4.6	-1.1	-0.1
O=C(/C(=N\O)n1cncn1)c1ccc(Br)cc1Br	-11.7	2.0	1.3	-6.0	2.5	-0.8	-2.6	-1.4	17.9*
CCn1c(CN2C(=O)CSc3ccccc32)n[nH]c1=S	-3.3	-4.6	-2.3	8.2	-2.9	-1.6	3.9	4.0	-0.6
CC(=O)O/N=C(/c1nonc1N)N1CCN(c2ccc([N+](=O)[O-])cc2Cl)CC1	-10.0	-4.8	1.8	-7.8	-0.9	2.1	-5.8	-2.3	0.5
CCOc1cc(C2/C(=C(/O)c3ccc(OC(C)C)cc3)C(=O)C(=O)N2CCCOC)ccc1O (stereo not drawn)	-3.7	5.5	1.0	-11.8	-5.3	3.1	-11.1	-5.4	-0.8
O=C(c1ccccc1)N1CCN(C(=O)c2nn3c(C(F)(F)F)cc(-c4ccccc4)nc3c2Br)CC1	13.7	-3.4	3.2	2.5	17.1	1.2	12.8	-0.4	0.3
CCCCOc1ccc(C(=O)NCC(=O)N2CC(C)CC(C)C2)cc1 (stereo not drawn)	-0.4	7.4	4.5	-2.7	18.0	1.3	9.5	-1.2	-0.4

Among those listed so far, these have two or more sulfur atoms.
SMILES	FAS TE block	MLLE-PAM2 inh	MT1-MMP act inh	eLon inh	SKN-1 inh	MsrA inh	NRP1-CendR mod	MsrA act	Tb MetRS inh
COCCCn1cnnc1SC(C)C(=O)Nc1ccc(S(=O)(=O)N2CCOCC2)cc1 (stereo not drawn)	-8.4	2.2	-3.2	-0.1	25.7	-0.6	4.6	-1.1	-0.1
CCn1c(CN2C(=O)CSc3ccccc32)n[nH]c1=S	-3.3	-4.6	-2.3	8.2	-2.9	-1.6	3.9	4.0	-0.6

Next section:
SMILES	FAS TE block	MLLE-PAM2 inh	MT1-MMP act inh	eLon inh	SKN-1 inh	MsrA inh	NRP1-CendR mod	MsrA act	Tb MetRS inh
CCOc1ccccc1OCC(=O)Nc1cc(S(=O)(=O)N2CCCCC2)ccc1OC	23.9	0.6	2.4	-4.4	20.0	-0.3	-1.8	-2.2	-0.4
CCOc1ccc(-n2ccnc(SCC(=O)NC3CCCC3)c2=O)cc1	-7.2	30.7	-1.5	7.3	1.9	1.9	14.7	-5.7	-0.3
C=CCc1cccc2ccc(=O)oc12	-8.8	18.4	-5.1	0.8	-1.8	-1.9	15.9	-4.3	-0.5
C[C@@H]1CN([C@@H](C)CO)C(=O)CCCn2nncc2CO[C@@H]1CN(C)S(=O)(=O)c1ccccc1C#N	-6.4	0.1	0.8	1.4	-6.4	1.0	-3.4	0.1	-1.3
O=C(O)CN1C(=O)C2(OCCCO2)c2ccccc21	-10.5	-5.1	-2.0	-2.8	-8.2	0.2	6.6	0.0	-0.7
O=C1c2ccccc2C(O)(c2ncc[nH]2)N1C1CCCCC1 (stereo not drawn)	-3.6	-0.9	2.1	-5.0	-1.0	-0.6	7.0	-4.9	-0.8
CC(C)(C)S(=O)(=O)N1C[C@@H]2CC/C=C\C/C(c3ccccc3)=C\2[C@H]1CCO	2.8	-2.1	-5.4	0.7	14.5	0.7	2.2	0.5	-0.3
O=C(CSc1ccc2c(c1)OCCO2)Nc1ccc(Cl)cn1	3.3	29.8	2.5	-2.9	-1.4	0.8	8.7	0.9	-0.2
O=C(CN1C(=O)NC(c2ccccc2)(c2ccccc2)C1=O)NCCNCCO	-2.4	-10.1	0.5	-8.9	2.5	1.3	13.3	-3.8	-0.4
COc1ccc(-c2csc(Nc3cccc(C)n3)n2)cc1C	11.2	15.3	-6.0	4.5	3.1	-0.3	-3.7	-2.2	0.1
CCN1CCN(C(=O)NS(=O)(=O)c2ccc(C)cc2)CC1	-4.5	-10.9	-2.7	-9.9	3.2	0.5	-5.3	-0.8	-0.2
COc1ccc(OC)c(NC(=O)NC2CCCCCCC2)c1	1.8	10.1	-3.2	-15.9	10.5	-0.3	11.6	-0.3	-0.1
O=C(CN1C(=O)NC2(CCCCCCC2)C1=O)Nc1ccc(Br)cc1	7.5	4.1	4.2	-0.3	-0.8	0.4	-10.5	-5.2	3.4
C=CCOc1c(Br)cc(/C=C2/NC(=S)N(C(C)=O)C2=O)cc1OC	-2.8	-16.7	-5.8	-13.5	-4.8	-1.0	-31.5	-10.0	-0.6
Cc1ccc(C(=O)N/C(=C\c2cn(C)c3ccccc23)C(=O)NCCCn2ccnc2)cc1	-2.6	0.0	-0.1	-20.8	-7.1	1.3	1.5	-5.7	-0.3
CCOC(=O)c1c(NC(=O)CC2Nc3cc(C)c(C)cc3NC2=O)sc(C)c1C (stereo not drawn)	-7.6	-6.7	-6.7	1.2	3.8	0.1	-17.5	-2.2	-0.2
O=C(C[C@@H]1C/C=C\CCC(=O)OC[C@@H]2CCCN2C1=O)N[C@@H](CO)Cc1ccccc1	-6.6	-1.5	-2.1	-8.7	14.6	0.8	12.3	-5.7	-0.4
CC(C)S(=O)(=O)c1csc(C(=O)Nc2ccc(F)cc2)c1N	0.4	-6.9	3.7	-8.4	-6.6	1.1	-1.6	-3.4	-1.0
COC(=O)/C(C#N)=C1/SC=C(C)N1c1ccccc1	-5.1	6.2	0.7	-2.8	-7.5	3.7	4.5	-1.2	-0.7
COc1ccc(NC(=O)CN(C)S(=O)(=O)c2ccccc2)c([N+](=O)[O-])c1	-8.1	13.0	-14.0	-1.3	-9.3	0.4	-75.4	1.1	-0.1
CN(C)/N=C/c1ccc([N+](=O)[O-])cc1[N+](=O)[O-]	5.5	4.3	-0.5	-8.2	-0.2	7.7*	-10.7	-1.0	-0.3
O=C(CN1C(=O)C2C3C=CC(C3)C2C1=O)Nc1nc(-c2ccccn2)cs1 (stereo not drawn)	-6.2	-3.5	1.7	8.4	-12.7	1.2	6.8	-0.1	-0.2
Cc1c(N=Nc2ccc(O)cc2)c(=O)n(-c2ccccc2)n1C	-3.4	-0.3	1.5	3.4	-5.0	5.2*	2.1	-7.0	-1.2
COc1cccc(CC(=O)OC(C)C(=O)Nc2ncc(Cl)cc2Cl)c1 (stereo not drawn)	-2.8	8.2	10.4	-6.5	9.5	0.3	-2.2	0.0	-0.2
O=C1/C(=C/c2cccc3ccccc23)CCCc2ccccc21	29.8	-5.8	-8.3	13.7	5.4	0.4	-0.6	2.7	-1.5
OC1(c2ccc(Br)cc2)CCN(Cc2cccc(Br)c2)CC1	10.2	6.2	2.6	-10.3	12.5	-0.4	6.6	0.1	-0.3
O=C(Nc1ccccc1Cl)NN1CCCCCC1	3.8	-0.1	0.2	-3.7	-1.3	0.7	-1.3	-11.5	-0.3
CC(=O)n1cc([C@@H]2C=C(C(=O)N3CCOCC3)O[C@H](OCCCCO)C2)c2ccccc21	-7.8	9.3	3.4	1.8	14.9	0.2	-2.7	-2.6	-0.2
O=C(CSc1nnc(-c2ccncc2)n1-c1ccc(F)cc1)NC(=O)NCc1ccco1	-4.4	-21.0	0.6	-4.4	-1.7	1.6	-6.2	-2.6	-0.8
COc1ccccc1-c1cccc(-c2nc(C(=O)Nc3nccs3)cc3c2[C@@H](CCO)N(C(C)=O)C3)c1	2.4	·	-3.1	-6.7	-6.6	0.1	-9.0	-1.3	-0.3

From PubChem BioAssay
